High-throughput results: PubChem, NCI
Growth percent in the NCI-60 one-dose screen (48 h, 10 µM unless noted): 100 = growth as untreated, 0 = no growth, -100 = all killed.
HCT-15 = HCT-15 colon cancer; AID 1794746; actives 5.2% (n = 82,000)
HT29 = HT29 colon cancer | actives 7.4% (n = 81,000)
KM12 = KM12 colon cancer cells; actives 5% (n = 82,000); AID 1794800
SNB-19 = SNB-19 CNS cancer cells; actives 2.5% (n = 81,000); AID 1794751
SNB-75 = SNB-75 CNS cancer; actives 5% (n = 79,000)
HCT-116 = HCT-116 colon cancer; actives 7.3% (n = 82,000); AID 1794798
SW-620 = SW-620 colon cancer; actives 5.2% (n = 82,000); AID 1794795
HCC-2998 = HCC-2998 colon cancer; actives 4.7% (n = 79,000); AID 1794799
SF-268 = SF-268 CNS cancer cells. AID 1794759. actives 3.1% (n = 82,000)
* marks the source's active call; other numbers are inactive results; · = not tested or not shown; & = joins results of further samples. Rule for the calls: active = growth percent below 10; inactive = the rest. Some of the compounds tested (hit frequency here may not be typical).

SMILES	HCT-15	HT29	KM12	SNB-19	SNB-75	HCT-116	SW-620	HCC-2998	SF-268
C/C(=C\c1ccccc1)[N+](=O)[O-]	98	109	106	103	97	100	101	108	111
CC(C)OC1CCCC(O)C1CC(=O)O (stereo unspecified)	112	104	105	95	98	110	107	103	100
CCCCCCCCCCCCCCCCCCOc1ccccc1COP(=O)(O)OOCC[N+](C)(C)C	41	-11*	0.4*	-14*	-4.0*	1.1*	6.9*	-8.6*	11
NC1CCOC1=O (stereo unspecified)	105	111	108	108	91	101	102	109	99
CCCCCCCC[N+](C)(CCCCCCCC)CCCCCCCC	-75*	-100*	-100*	-90*	-100*	-100*	-100*	-98*	-100*
CC(=O)O[C@H]1CC[C@@]2(C=O)C(=CC[C@@H]3[C@@H]2CC[C@]2(C)C(=O)CC[C@@H]32)C1	101	102	112	98	83	105	106	125	106
COc1cc(C2CC(=O)Nc3nc(N)[se]c32)c(OC)c2c1OCO2 (stereo unspecified)	101	98	70	52	101	66	110	121	107
CCOP(=O)(OCC)ON1C(=O)c2cccc3cccc(c23)C1=O	75	104	97	85	92	88	77	104	86
Cc1cc(O)ccc1Cl	107&101	95&104	102	101&107	103&95	90&107	106&129	94&117	98&127
CC(=O)Nc1ccc(C=C2C(=O)NC(=S)NC2=O)cc1	106	109	107	116	100	96	·	110	100
CS(=O)(=O)C(Cl)(Cl)Cl	99	111	97	100	78	95	95	100	97
O=C(Nc1cccc(S(=O)(=O)F)c1)c1ccc([N+](=O)[O-])cc1	96	101	97	103	61	91	90	102	98
Nc1ccc(-c2ccc(N)cc2)cc1	121	111	106	103	77	96	102	115	97
CCNC1(c2ccc3c(c2)OCO3)CCCCC1	92	98	92	98	75	97	99	·	97
CO[C@@H]([CH2][Hg][O]C(=O)c1ccccc1)[C@@H]([CH2][Hg][O]C(=O)c1ccccc1)OC	-93*	96	101	97	86	-60*	66	118	102
c1ncc2n[pH]nc2n1 (stereo unspecified)	100	107	103	95	108	95	119	101	102
NC(=O)c1c(Br)c(Br)c(Br)c(Br)c1C(=O)O (tested in a mixture with another compound)	106&93	103&106	102&103	104&97	96&115	105&98	105&98	103&104	100&98
COc1ccc(CNC(=O)CN2CCCC2=O)cc1	103	101	97	108	85	97	98	98	100
CC(=O)O[C@H](C[C@H](C(C)C)N(C)C(=O)[C@@H](NC(=O)[C@H]1CCCCN1C)C(C)(C)C)c1nc(C(=O)N[C@@H](Cc2ccccc2)C[C@H](C)C(=O)O)cs1	5.6*	1.3*	6.9*	23	17	0.8*	25	8.4*	24
CCCCCCCCCCNCCC (tested in a mixture with another compound)	106	105	110	113	107	106	·	98	103
c1ccc2c(c1)-c1cccc3cccc-2c13	103	95	116	110	114	109	109	102	116
Nc1ccc2c(c1N)Oc1ccccc1O2	106	111	102	104	94	86	101	113	94
CN(C)Cc1c[nH]c2ccc(OCc3ccccc3)cc12	93	85	88	87	79	87	99	83	87
ClC(Cl)(Cl)c1ccccc1	107	100	107	99	·	97	98	99	107
CC1C2Cc3ccc(O)cc3C1(C)CCN2CC1CC1 (stereo unspecified)	104	108	118	95	117	114	107	109	106

Some of these compounds in order of molecular weight, high to low:
SMILES	HCT-15	HT29	KM12	SNB-19	SNB-75	HCT-116	SW-620	HCC-2998	SF-268
COc1ccc(CNC(=O)CN2CCCC2=O)cc1	103	101	97	108	85	97	98	98	100
ClC(Cl)(Cl)c1ccccc1	107	100	107	99	·	97	98	99	107
NC1CCOC1=O (stereo unspecified)	105	111	108	108	91	101	102	109	99

Returning to the listing, repeating the 4 entries before the break.
SMILES	HCT-15	HT29	KM12	SNB-19	SNB-75	HCT-116	SW-620	HCC-2998	SF-268
Nc1ccc2c(c1N)Oc1ccccc1O2	106	111	102	104	94	86	101	113	94
CN(C)Cc1c[nH]c2ccc(OCc3ccccc3)cc12	93	85	88	87	79	87	99	83	87
ClC(Cl)(Cl)c1ccccc1	107	100	107	99	·	97	98	99	107
CC1C2Cc3ccc(O)cc3C1(C)CCN2CC1CC1 (stereo unspecified)	104	108	118	95	117	114	107	109	106
C[C@]12CCCC[C@@H]1CC[C@@H]1[C@@H]2CC[C@]2(C)[C@@H](O)CC[C@@H]12	103	96	108	112	103	89	105	103	95
CC/C(=C/c1ccc(OC)c(OC)c1)[N+](=O)[O-]	105	101	106	104	100	103	105	104	107
[Cl][Hg][c]1cc(Br)cc(Br)c1	38	46	70	17	22	64	29	85	26
CC[CH2][Sn]([Cl])([Cl])[CH2]CC	83	103	101	89	56	80	37	88	83
Cn1c(=O)c2c(nc(NCCCl)n2CC(=O)Nc2ccccc2)n(C)c1=O	107	89	98	87	98	73	101	104	102
CC12Cc3cnoc3C=C1CCC1C2CCC2(C)C1CCC2(C)O (stereo unspecified)	75	71	90	90	93	74	93	87	82
O=NN(CC(=O)O)Cc1ccccc1	102	104	103	99	89	93	100	95	103
Nc1nc(N)c2c3c([se]c2n1)CCCCC3	108	107	95	100	84	99	97	105	97
COP(=O)(OC)C(O)C(Cl)(Cl)Cl (stereo unspecified)	107&74	113&84	105&89	115&88	103&85	104&86	100&90	105&115	109&92
c1cc2c(cc1C1(N3CCCC3)CCCCC1)OCO2	95	101	100	97	82	97	99	·	97
O=[N+]([O-])c1[nH]cnc1Br	104&93&97	105&82&115	99&110&99	92&88&98	89&97&92	94&90&97	97&109&103	111&93&97	96&101&98
O=c1cccc2n1C[C@H]1C[C@@H]2CN2CCCC[C@@H]12	102	104	108	102	97	115	110	100	104
CC1=C[C@@]2(C)[C@@H](CC[C@@H]3[C@@H]2CC[C@]2(C)[C@@H](O)CC[C@@H]32)CC1=O	85&107	94&102	92&107	87&106	107&111	73&105	92&103	109&106	92&103
Nc1ncnc2c1c(C(=O)NO)cn2C1OC(CO)C(O)C1O (stereo unspecified)	-9.1*	7.1*	-30*	12	4.5*	7.7*	-3.2*	-39*	-25*
Cc1cccc(C)c1NC(=O)CN1CCCC1=O	108	107	118	112	95	107	104	108	118
O=C(CCN1CC=C(c2ccccc2)CC1)NCc1ccccc1	100	102	114	107	93	104	101	89	112
O=[N+]([O-])c1cc(Br)c(O)c(Br)c1	100	96	·	102	102	97	108	96	·
CC1(C)COC(=O)C1Cl (stereo unspecified)	104	108	100	104	86	109	106	101	104
COC(=O)[C@@H](C)C[C@H](Cc1ccccc1)NC(=O)c1nc([C@@H](C[C@H](C(C)C)N(C)C(=O)[C@@H](NC(=O)[C@H]2CCCCN2C)C(C)C)OC(C)=O)sc1C	13	4.7*	8.1*	24	13	2.5*	20	14	18
O=C(O)c1c(Cl)n(Cc2ccc(Cl)cc2)c2ccc(O)cc12	103	130	97	103	68	99	105	122	106
CC(C)CCC[C@@H](C)C1CCC2C3CCC4=C/C(=N/OC(=O)CCCc5ccc(N(CCCl)CCCl)cc5)CC[C@]4(C)C3CC[C@@]21C (stereo partly specified)	104	95	103	113	104	94	108	107	98
CC12CCC(O)CC1=CCC1C2CCC2(C)C(O)CCC12 (stereo unspecified)	105	101	105	87	88	104	105	109	102
CCOC(=O)CC(SP1(=S)OCC2(CC=CCC2)CO1)C(=O)OCC (stereo unspecified)	101	109	104	97	90	112	112	119	97
O=[N+]([O-])c1cc(I)cc([N+](=O)[O-])c1	90	109	102	113	93	95	106	104	94
OCC(O)Cc1ccc2c(c1)OCO2 (stereo unspecified)	102	88	108	110	94	101	105	93	101
(list continues)
SMILES	HCT-15	HT29	KM12	SNB-19	SNB-75	HCT-116	SW-620	HCC-2998	SF-268
O=C(CN1CCCC1=O)NCc1cc(Cl)cc(Cl)c1O	96	98	96	95	74	104	95	100	93
C1CCC(N2CCOCC2)CC1	117&88&108	105&100&102	102&102&114	107&97&102	107&86&91	111&85&109	108&94&103	109&94	105&103&117
Nc1ncnc2n[nH]nc12	63	80	70	93	91	65	61	69	81
CCN1C(=O)C(=C/C=C/c2ccccc2)C(=O)N(CC)C1=O	63	66	86	70	97	16	27	112	72
O/N=C/c1ccc2c(c1)OCO2	111	99	92	107	86	100	102	101	91
ClC1=C(Cl)[C@]2(Cl)[C@@H]3[C@@H]([C@H]4C=C[C@@H]3C4)[C@@]1(Cl)C2(Cl)Cl	112	96	115	109	96	103	111	105	123
Nc1nc2c(ncn2[C@@H]2O[C@H](CSP(=O)(O)O)[C@@H](O)[C@H]2O)c(=O)[nH]1	103	106	107	102	95	98	106	103	100
C1CCC(N2OC23CCCCC3)CC1 (stereo unspecified)	106	95	109	107	92	107	113	104	102
Oc1ccccc1-c1ccccc1	95&104	99&97	109&102	93&101	79&97	97&109	103&109	93	104&98
ClCCN(CCCl)C(c1ccccc1)c1ccc(Cl)cc1 (stereo unspecified)	83	63	89	82	82	79	52	69	62
O=C1NCC(Br)C(=O)N1 (stereo unspecified)	99	109	96	106	100	91	97	104	100

Rewritten with two lines to a compound: two of the compounds above
Values run as follows: HCT-15	HT29	KM12	SNB-19	SNB-75	HCT-116	SW-620	HCC-2998	SF-268
C1CCC(N2OC23CCCCC3)CC1 (stereo unspecified)
→ 106	95	109	107	92	107	113	104	102
Oc1ccccc1-c1ccccc1
→ 95&104	99&97	109&102	93&101	79&97	97&109	103&109	93	104&98
